TRPC4 act: TRPC4 (mouse) channel activation; B-score at 10 µM; actives 0.49% (n = 310,000); Q9QUQ5; HEK293 TRPC4beta/mu-opioid, Fluo4 calcium fluorescence; stronger effect = higher value;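 active = B-score above 5 SD of library B-scores, and initial fluorescence ratio not above library mean plus 5 SD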;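 note: positive B-score marks a calcium rise read as TRPC4 activation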
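System – HEK293 cells stably co-expressing mouse TRPC4beta and mu-opioid receptor · Signal – Fluo4 calcium-sensitive dye fluorescence, kinetic, 1 Hz baseline · Benchmarks – buffer (low) and maximal DAMGO (high) · Read-out – B score of integrated fluorescence ratio per well · Incubation – dye loading 45 min room temperature, 110 s kinetic read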
SKKanGAS inh: blocks kanamycin growth of S. pyogenes SKKanGAS strain; BacTiter-Glo, 6 h; inhibition, % at 7.5 µM; actives 1.3% (n = 300,000); AID 1662;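 active = mean replicate score, as percent of positive control median, at least 50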;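 note: strain carries kanamycin resistance gene driven by streptokinase promoter and grows in 40 µg/ml kanamycin; loss of luminescence reflects streptokinase promoter inhibition or plain growth inhibition; 0% = median of DMSO wells and 100% = positive control at its reference dose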
TRPC6 inhibitor: blocks the mouse TRPC6 cation channel | B-score at 10 µM | Q61143 | HEK293-TRPC6, membrane potential dye, ACh-evoked depolarization; stronger effect = lower value | AID 2553 | actives 1.1% (n = 310,000);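 active = B-score under library mean minus 3 SD, initial fluorescence not abnormally high, positive integrated signal ratio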;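 note: B-score derived from integrated fluorescence ratio over the kinetic read; more negative B-score means stronger inhibition of depolarization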
MrgX1 antagonist: antagonists of human MrgX1 receptor. actives 1.3% (n = 310,000). MRGX1-HEK293 calcium flux, Fluo-4, BAM8-22 antagonism; stronger effect = lower value. Q96LB2. AID 588676. B-score at 10 µM;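 active = calcium-response B-score plate-corrected more than 3 library SD below zero, starting fluorescence within 5 deviations, no agonist response on first addition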;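 note: peak minus trough fluorescence over baseline after final BAM8-22 challenge near maximal dose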
Target sequence (Q96LB2 whole entry, looked up): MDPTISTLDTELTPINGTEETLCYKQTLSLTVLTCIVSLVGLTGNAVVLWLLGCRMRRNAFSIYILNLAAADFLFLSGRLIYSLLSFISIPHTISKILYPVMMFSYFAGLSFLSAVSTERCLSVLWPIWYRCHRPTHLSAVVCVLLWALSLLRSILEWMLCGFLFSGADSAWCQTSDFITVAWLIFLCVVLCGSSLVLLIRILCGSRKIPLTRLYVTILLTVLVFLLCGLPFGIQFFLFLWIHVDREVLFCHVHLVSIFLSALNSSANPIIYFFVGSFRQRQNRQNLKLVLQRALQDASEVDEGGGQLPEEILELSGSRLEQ
HIF act: HIF pathway transcriptional activation | U2OS HRE-luciferase reporter, luminescence; normalized: DMSO 0%, desferrioxamine 100% | activation, % at 7.5 µM (by protocol) | actives 0.32% (n = 300,000);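 active = mean activation of at least 10% of the iron chelator positive control signal, with at least half of replicates also reaching 10%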
KLF5 inhibitor: suppresses KLF5 promoter-driven expression. actives 0.23% (n = 290,000). DLD-1 KLF5 promoter-luciferase reporter, luminescence. AID 1700. inhibition, % at 5 µM;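 active = inhibition above a per-plate limit of that plate's mean compound inhibition plus 3 SD, cut at about 60% in these data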;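 note: 0% = DMSO wells and 100% = LY294002 at 200 µM; higher means less KLF5 promoter-driven luciferase light; inactives centre near -14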
TRPC4 inh: blocks the mouse TRPC4 cation channel; Q9QUQ5; HEK293 TRPC4beta/mu-opioid, DAMGO-evoked Fluo4 calcium flux; stronger effect = lower value; B-score at 10 µM; actives 0.39% (n = 300,000); AID 2247;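 active = B-score over 3 SD under the library average, no early fluorescence shift, positive overall ratio signal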
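Assay system: Stable TRPC4beta/mu-opioid receptor HEK293 cells | Reagent: DAMGO in two steps, submaximal then maximal | Compound dosing: Single concentration per test compound | Signal: Fluo4 Ca2+ flux fluorescence | Evaluation: Per-well B score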
IEC-6 tox: IEC-6 cytotoxicity, counter-screen for KLF5 inhibitors; AID 1825; actives 0.78% (n = 290,000); luminescence viability; inhibition, % at 5 µM; in the data active = inhibition above about 22%;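 note: 0% = plate median of test compound wells and 100% = cytotoxic reference compound wells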
TRPC4 PAM: allosterically enhances the mouse TRPC4 cation channel | actives 0.42% (n = 310,000) | HEK293 TRPC4beta/mu-opioid, DAMGO EC20, Fluo-4 Ca2+ flux; stronger effect = higher value | Q9QUQ5 | B-score at 10 µM | AID 2227;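 active = B-score of calcium response area above 5 SD of library B-scores, with initial fluorescence ratio within 5 SD of library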;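 note: B-score of integrated fluorescence ratio over time as area under calcium response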
TRPC6 act: activates the mouse TRPC6 cation channel; Q61143; HEK293-TRPC6 membrane potential dye fluorescence; stronger effect = higher value; B-score at 10 µM; actives 0.13% (n = 310,000); AID 2550;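 active = B-score of the integrated fluorescence ratio above library mean plus 3 SD, and starting fluorescence ratio within library mean plus 5 SD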;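 note: higher score means more depolarization so channel activation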
aSyn 5UTR inh: 5' untranslated region of α-synuclein, MLPCN primary screen. alpha-synuclein 5'UTR reporter, inhibitor activity. inhibition, % (tested at 7.5 µM). actives 0.82% (n = 300,000). AID 1813; in the data active = inhibition above about 60%;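 note: H4 neuroglioblastoma cells stably carrying SNCA 5'UTR luciferase fusion; 0% = DMSO wells and 100% = positive control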
* hit, by the source's call; i = inactive; . = no result given.

SMILES | TRPC4 act | SKKanGAS inh | TRPC6 inhibitor | MrgX1 antagonist | HIF act | KLF5 inhibitor | TRPC4 inh | IEC-6 tox | TRPC4 PAM | TRPC6 act | aSyn 5UTR inh
COCCn1cnnc1SCC(=O)c1ccc(S(=O)(=O)N2CCCC2)cc1 | i | -6 | i | i | 0.0 | -37 | i | 0 | i | i | -4
COC(=O)CS(=O)(=O)c1cccc2cccnc12 | i | -5 | i | i | -0.1 | -20 | i | -2 | i | i | 12
COc1ccccc1CNC(=O)c1ccc(NC2=NC3CS(=O)(=O)CC3S2)cc1 (stereo not drawn) | i | -3 | i | i | 0.5 | -27 | i | 6 | i | i | 9
O=C(CNCc1ccc(Cl)cc1)Nc1ccc(C(=O)N2CCCCCC2)cc1 | i | 0 | i | i | 0.0 | -2 | i | 3 | i | i | 18
O=C(Nc1ccccc1)OCCCCCOC(=O)Nc1ccccc1 | i | -11 | i | i | -1.7 | 0 | i | -1 | i | i | -11
COC(=O)c1ccc(-c2ccc(C(c3c(C)[nH][nH]c3=O)c3c(C)[nH][nH]c3=O)o2)cc1 | i | -1 | i | i | -1.1 | 47 | i | -3 | i | i | 8
Cc1cc2nc3n(c2cc1C)CC1CC(C(=O)NCc2cccc(C(F)(F)F)c2)N(C)C31 (stereo not drawn) | i | 0 | i | -5.5* | -0.1 | . | i | . | i | i | -7
Cc1ccc(C2=Nc3ccccc3NC(C)(c3ccc(C)o3)C2)o1 (stereo not drawn) | i | -3 | i | i | 1.5 | -4 | i | 0 | i | i | -47
Cc1ccccc1N1C(=O)CC2(CCCC2)CC1=O | i | 2 | i | i | -0.2 | -34 | i | 7 | i | i | -9
Cc1ccc2occ(/C=N/O)c(=O)c2c1 | i | -1 | i | i | 0.1 | -44 | i | 2 | i | i | -37
Cc1ccc(OCc2cc(C(=O)N3CCc4[nH]cnc4C3c3ccccn3)no2)cc1C (stereo not drawn) | i | -7 | i | i | -0.8 | -25 | i | -9 | i | i | 12
COCCN(C(=O)CSc1nnc(-c2ccc(C(C)(C)C)cc2)n1N)c1c(N)n(CC(C)C)c(=O)[nH]c1=O | i | -2 | i | i | 1.7 | . | i | . | i | i | 11
COc1ccc(S(=O)(=O)NCC(c2cccnc2)N2CCN(c3ccc(F)cc3)CC2)cc1C (stereo not drawn) | i | -3 | i | . | -0.5 | -8 | i | -2 | i | i | 18
O=C(Nc1cccc(C(F)(F)F)c1)OCCN1CCN(Cc2ccccc2)CCC1=O | i | 8 | i | i | -0.8 | -17 | i | 2 | i | i | 11
Cn1c(CCN2CCN(c3ccccn3)CC2)nc2cc(NC(=O)COc3ccccc3)ccc21 | i | 5 | i | i | -0.1 | -24 | i | -6 | i | i | -5
O=c1[nH][nH]cc1C=Nc1ccccc1O | i | 0 | i | i | -0.8 | -3 | i | 3 | i | i | -39
COC(=O)CCN1CCc2cc(N=Nc3ccc([N+](=O)[O-])cc3)ccc21 | i | 7 | i | i | 1.9 | -33 | i | 1 | i | i | -96
CCC(C)OC(=O)C[N+](C)(C)CCOC1CC2CCC1(C)C2(C)C (stereo not drawn) | i | 6 | i | i | -0.4 | 6 | i | 1 | i | i | -6
CC(=O)C1C(c2ccc(Cl)cc2)c2c(noc2C)CC1(C)O (stereo not drawn) | i | 8 | i | i | -0.5 | 5 | i | -3 | i | i | 7
Cc1nnc(SCc2cccc([N+](=O)[O-])c2)o1 | i | -26 | i | i | 0.3 | -3 | i | -7 | i | i | 7
O=C(COC(=O)c1ccc2c(c1)OCO2)Nc1ncc(Cl)cc1Cl | i | -6 | i | i | -0.7 | 2 | i | 6 | i | i | -3
Cc1ccc(-c2nnc(C)c(N3CCCC3)n2)cc1 | i | -1 | i | i | -0.3 | -8 | i | 0 | i | i | -15
COc1cc(C)c(NC(=S)Nc2ccc(C)c(Cl)c2)cc1OC | i | 3 | i | i | 0.0 | 13 | i | -7 | i | i | -16
CC1CCCCN1C(=O)CCC(=O)Nc1nnc(C(F)(F)F)s1 (stereo not drawn) | i | -2 | i | i | 0.0 | -19 | i | 2 | i | i | 5
O=C1CC(c2ccccc2)CC(O)=C1C=NCc1ccc(Cl)c(Cl)c1 (stereo not drawn) | i | -2 | i | i | -0.4 | -29 | i | -2 | i | i | 3
CCOc1ccc(CNC(=O)C2CC(=O)N(C3CCCC3)C2)cc1OC (stereo not drawn) | i | 4 | i | i | 0.1 | -27 | i | 1 | i | i | 21
Cc1nn(-c2ccccc2)c(C)c1NC(=O)CCl | i | 5 | i | i | -1.5 | 4 | i | 3 | i | i | -101
O=C(CN1C(=O)NC2(CCCC2)C1=O)N1CCN(S(=O)(=O)c2ccccc2)CC1 | i | . | i | i | -0.1 | -24 | i | -2 | i | i | 2
N#CC(C(=O)NCCc1ccccc1)c1nc2ccccc2nc1N1CCOCC1 (stereo not drawn) | i | 11 | i | i | -2.0 | -36 | i | -1 | i | i | 36
CN(Cc1ccccc1)C(=O)C1CCN(S(=O)(=O)c2ccc(-n3cnnn3)cc2)CC1 | i | -5 | i | i | -0.3 | -12 | i | -1 | i | i | 19
Cc1ccc(-c2n[nH]c3c2C(c2cccc(O)c2)N(c2ccc(C(=O)O)cc2)C3=O)cc1 (stereo not drawn) | i | -9 | i | i | -0.1 | -3 | i | 3 | i | i | -4
O=C(CCc1ccccc1)NNC(=O)Cc1ccccc1 | i | -5 | i | i | -0.1 | 5 | i | 8 | i | i | 0
CC(NC(=O)CCC(=O)NC(C)c1ccccc1)c1ccccc1 (stereo not drawn) | i | 9 | i | i | -3.8 | -1 | i | -5 | i | i | 10
O=C(c1ccc([N+](=O)[O-])cc1)N1CCN(c2ncccn2)CC1 | i | -2 | i | i | 0.3 | . | i | . | i | i | -16
O=C(c1ccccc1)N1CCN(c2ncnc3c2cnn3-c2ccccc2)CC1 | i | 4 | i | i | 1.1 | -15 | i | -5 | i | i | -54
Cc1ccccc1NC(=O)Cc1nnc(SCC(=O)N2CCOCC2)n1C | i | -4 | i | i | 0.5 | -25 | i | -6 | i | i | -2
COc1ccc(N(C)C(=O)c2cc3c(s2)-c2c(C)cccc2OC3)c(OC)c1 | i | 27 | i | i | -0.1 | -19 | i | 2 | i | i | 14
COc1ccc(-c2nnc(CSc3nc4ccccc4c(=O)n3C)o2)cc1OC | i | 1 | i | i | -0.1 | -26 | i | 4 | i | i | -1
COC(=O)C1=C(C)N(c2ccc(C)c(C)c2)/C(=C/c2ccc(O)cc2)C1=O | i | -1 | i | i | -0.3 | -7 | i | 2 | i | i | -8
CC(=C1C(=O)c2ccccc2C1=O)N1CCN(CCN=CC2=C(O)CC(C)(C)CC2=O)CC1 | i | -3 | i | i | 0.2 | -4 | i | -6 | i | i | -44
CC(C)c1ccc(/C=N\NC(=O)c2ccc(Cn3cccn3)o2)cc1 | i | -4 | i | i | 0.7 | -11 | i | 6 | i | i | -54
CCOC(=O)c1cc(-c2ccccc2)nc2ccc(C)cc12 | i | -3 | i | i | -0.3 | -14 | i | 2 | i | i | 10
CC(=O)Nc1ccccc1/C=C/c1ccc2c(C)cc(C)c(O)c2n1 | i | -21 | i | i | -0.5 | -35 | i | -5 | i | i | -25
N#Cc1ccccc1N=Cc1ccc(Br)cc1 | i | -5 | i | i | 0.2 | -31 | i | -2 | i | i | -27
CC(C)NS(=O)(=O)c1ccc(CCC(=O)Nc2ccc3c(c2)OCCO3)cc1 | i | 1 | i | i | 0.2 | -23 | i | -2 | i | i | 2
CCOc1ccc(CCNC(=O)CCn2cccc2)cc1OCC | i | 13 | i | i | 0.4 | -10 | i | 1 | i | i | 2
C/C(Cc1ccccc1)=N\NC(=O)CNC(=O)c1ccccc1Cl | i | 4 | i | i | 0.0 | -3 | i | 8 | i | i | 6
CCOC(=O)c1c(S(=O)(=O)NCC(C)c2ccccc2)c(C)n(C)c1C (stereo not drawn) | i | -5 | i | i | -0.5 | -13 | i | 1 | i | i | -18

Two compounds picked at random from those above:
SMILES | TRPC4 act | SKKanGAS inh | TRPC6 inhibitor | MrgX1 antagonist | HIF act | KLF5 inhibitor | TRPC4 inh | IEC-6 tox | TRPC4 PAM | TRPC6 act | aSyn 5UTR inh
CCOc1ccc(CCNC(=O)CCn2cccc2)cc1OCC | i | 13 | i | i | 0.4 | -10 | i | 1 | i | i | 2
CC(C)NS(=O)(=O)c1ccc(CCC(=O)Nc2ccc3c(c2)OCCO3)cc1 | i | 1 | i | i | 0.2 | -23 | i | -2 | i | i | 2

The results go on:
SMILES | TRPC4 act | SKKanGAS inh | TRPC6 inhibitor | MrgX1 antagonist | HIF act | KLF5 inhibitor | TRPC4 inh | IEC-6 tox | TRPC4 PAM | TRPC6 act | aSyn 5UTR inh
COc1ccc(-n2c(SCC(=O)Nc3nccs3)nc3c(c2=O)SCC3)cc1 | i | 2 | i | i | 0.0 | -2 | i | -1 | i | i | 18
O=C(O)c1ccc2c(c1)C(=O)N(c1nccs1)C2=O | i | -3 | i | i | -0.1 | -18 | i | 5 | i | i | 7
N=c1c(S(=O)(=O)c2ccc(Br)cc2)cc2c(=O)n3ccccc3nc2n1Cc1ccccc1 | i | -4 | i | i | -0.3 | -24 | i | -1 | i | i | -4
Cn1c(CNC(=O)CCNC(=O)c2cccc(F)c2)cc(=O)n(C)c1=O | i | -2 | i | i | -0.3 | 0 | i | -1 | i | i | -11
Cc1cc(=O)n(CC(=O)Nc2cc(Cl)ccc2C)c(C(C)C)n1 | i | -4 | i | i | -0.1 | 15 | i | 5 | i | i | -3
CN1CCN(CC(=O)NC23CC4CC(CC(C4)C2)C3)CC1 | i | -7 | i | i | 0.1 | 11 | i | -7 | i | i | -10
C=CCNC(=S)/N=c1/scc(C)n1C | i | 6 | i | i | 0.5 | -21 | i | 0 | i | i | -34
CCn1nc(C)c(NC(=O)/C=C/c2ccc(OC)c(COc3ccc(Cl)cc3Br)c2)c1C | i | 7 | i | i | 0.0 | -2 | i | -5 | i | i | 25
CNc1nc(-c2c(C)n(C)c3ccc(OC)cc23)cs1 | i | 13 | i | i | 2.5 | -14 | i | 0 | i | i | -12
O=C(Nn1cnnc1)c1csc2ccccc12 | i | 0 | i | i | -0.1 | -16 | i | 0 | i | i | 2
O=S(=O)(c1cccs1)N1CCN(C/C=C/c2ccccc2)CC1 | i | -1 | i | i | -0.8 | 13 | i | 2 | i | i | 6
COC(=O)c1cc(C(=O)c2ccccc2)n2c(=O)/c(=C\N(C)C)sc12 | i | -2 | i | i | 0.8 | -8 | i | 0 | i | i | 12
CCOC(=O)/C(=C/c1ccc(OC)cc1)NC(=O)c1ccco1 | i | -19 | i | i | -0.2 | -26 | i | 1 | i | i | 8

Screening data as filed in PubChem.
